High-throughput results from PubChem BioAssay.
KOR beta-arrestin-1 – KOR agonists, beta-arrestin recruitment, primary screen, cell-based, luminescence, uHTS (AID 1777) | activation, % at 10 µM; hits with a dose series show EC50 in µM | 280,000 compounds, 0.02% hits | KOR beta-arrestin recruitment, luminescence; higher % means a stronger effect; in the data active means activation above about 50%, passing the limit was not always enough; further: a part of the inactive calls stands beside numbers as strong as those of hits
P. falciparum M1AAP – P. falciparum M1AAP inhibitors, biochemical, fluorogenic H-Leu-NHMec substrate, 1536-well (AID 1445); inhibition, % at 30 µM; hits with a dose series show IC50 in µM; recombinant M1AAP, H-Leu-NHMec fluorogenic kinetic assay; higher % means a stronger effect; 220,000 compounds, 0.42% hits;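 active means primary inhibition above the hit cutoff, then over 50% inhibition at one or more dose response concentrations, cut at about 23% in these data, passing the limit was not always enough; inconclusive means conflicting primary data, or primary hits not chosen for dose response; inactive means low primary inhibition, or under 50% at every dose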;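 further: plate controls were DMSO full reaction for no effect and no enzyme background for full effect; strong numbers were not always called active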
KOR beta-arrestin-2 – KOR antagonists, beta-arrestin recruitment, cell-based, luminescence, uHTS (AID 1778). one-dose inhibition, % at 10 µM; IC50 in µM for titrated hits. 290,000 compounds, 0.091% hits. KOR beta-arrestin recruitment, luminescence, antagonist mode; higher % means a stronger effect; further: strong numbers were not always called active
HEK293 NOD2/NF-kB – inhibition of NOD2-driven NF-kB reporter – cell-based, luminescence, uHTS, HEK293 (AID 1566); HEK293 NOD2/NF-kB luciferase reporter, luminescence; higher % means a stronger effect; one-dose inhibition, % at 4 µM; EC50 in µM for titrated hits; 290,000 compounds, 0.63% hits; further: many of its hits are not listed in these tables
M17LAP inhibition – P. falciparum M17LAP inhibitors, primary screen, biochemical, fluorogenic H-Leu-NHMec substrate, 1536-well (AID 1619) | recombinant M17LAP, H-Leu-NHMec fluorogenic kinetic assay; higher % means a stronger effect | inhibition, % at 30 µM; hits with a dose series show IC50 in µM | 220,000 compounds, 0.38% hits;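 active means compound inhibiting the enzyme by more than half at any dose during confirmatory dose-response retesting; inconclusive means strong single-dose inhibitors picked by rank but not retested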;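 further: plate controls were full reaction with DMSO carrier for no effect and no enzyme background for full effect; strong numbers were not always called active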
Dynein cargo inh – dynein cargo transport inhibition; z-score, hits read low; 220,000 compounds, 0.47% hits; 3617.4 mouse cells, GR-EGFP nuclear translocation imaging; test concentration mostly 20 µM; stimulated with dexamethasone, 1 µM; stronger effect = lower value;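 active means plate z-score of nuclear minus cytoplasmic receptor signal below a set negative limit, without overly bright fluorescence or cell loss, cut at about -3.5 in these data, passing the limit was not always enough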;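 further: z-score of nuclear minus cytoplasmic ring GR-EGFP intensity difference per well; some compounds called inactive have numbers as strong as hits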
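Also added – dexamethasone, 1.0 µM final · Buffer or medium – tet-free, stripped-serum medium · Schedule – induction 48 h, compound 1 h, agonist 30 min · Detection – formaldehyde fixation, Hoechst nuclear stain, 10x automated fluorescence imaging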
GPR55 beta-arrestin – selective activators of receptor GPR55 – imaging, U2OS cells, beta-arrestin-GFP redistribution, primary screen (AID 1961); U2OS GPR55 beta-arrestin-GFP redistribution imaging; higher % means a stronger effect; one-dose activation, % at 10 µM; EC50 in µM for titrated hits; 290,000 compounds, 0.048% hits;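 active means activation above 40% with more than 50 cells counted in the well; inconclusive means wells holding fewer than 50 cells, flagged as toxic or sparse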;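 further: U2OS osteosarcoma cells stably expressing GPR55 and beta-arrestin-GFP; plate controls were DMSO negative control for no effect and LPI positive control for full effect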
NOD1 NF-kB reporter – inhibition of NOD1-driven NF-kB reporter – cell-based, luminescence, uHTS, primary screen (AID 1578); NOD1-driven NF-kB luciferase reporter cells, luminescence; higher % means a stronger effect; inhibition, % at 4 µM; hits with a dose series show EC50 in µM; 290,000 compounds, 1% hits; in the data active means inhibition mostly above about 36%, no sharp cut-off; inactive means mostly below about 34%;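 further: HEK-293T reporter cells stimulated with the NOD1 agonist gamma-tri-DAP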
AID2073 – disruptors of CaV2.2 binding to Mint1 – biochemical, HTRF (AID 2073) | HTRF protein-protein interaction, Mint1-CaV2.2; higher % means a stronger effect | inhibition, % at 20 µM; hits with a dose series show IC50 in µM | 290,000 compounds, 0.19% hits; in the data active means inhibition mostly above about 51%, no sharp cut-off; inconclusive means no clear call, values can overlap the other calls; inactive means mostly below about 53%; further: some results filed as inactive read as strong as hits
Dynein cargo inh cytoplasmic EGFP – second read-out of Dynein cargo inh, no call of its own (marks repeat the call); z-score; measured here: cytoplasmic GR-EGFP intensity; stronger effect = higher value
Dynein cargo inh nuclear GR-EGFP – recorded beside Dynein cargo inh, whose call it bears; z-score; measured here: nuclear GR-EGFP intensity;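 lower value marks the stronger effect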
Dynein cargo inh cell count – second read-out of Dynein cargo inh, no call of its own (marks repeat the call); z-score; measured here: cell count per field
Numbers without * were called inactive; ? = inconclusive; / = no result given; [ ] = dose if it differs, or a comment. Unless noted, no stated cut-off is given here; in the data, active means inhibition above about 50%; inactive means the rest.

SMILES	KOR beta-arrestin-1	P. falciparum M1AAP	KOR beta-arrestin-2	HEK293 NOD2/NF-kB	M17LAP inhibition	Dynein cargo inh	Dynein cargo inh cytoplasmic EGFP	Dynein cargo inh nuclear GR-EGFP	Dynein cargo inh cell count	GPR55 beta-arrestin	NOD1 NF-kB reporter	AID2073
Cc1ccc(SCC(=O)NCCC2=CCCCC2)cc1	-1.6%	3%	7%	-48%	-5%	-0.2	-0.17	-0.18	-0.22	-0.1%	13%	-7%
Cn1c(SCC(N)=O)nnc1-c1cnccn1	/	-6%	-49%[20 µM]	10%	-1%	-1.5	-0.21	-0.8	0.36	-0.1%	24%	-13%
CC(C)c1nnc(NC(=O)Cc2ccccc2[N+](=O)[O-])s1	-2.5%	4%	3%	-4%	-7%	-0.51	-0.28	0.31	0.31	0.1%	-22%	0%
CCN(C(=S)Nc1ccc(Oc2ccccc2)cc1)c1ccccc1	-2.7%	-2%	7%	4%	2%	-0.58	-0.24	-0.44	0.32	-0.2%	-14%	-9%
CCOc1cccc2c1OC1(C)CC2NC(=O)N1c1cccc(C(=O)NCc2ccccn2)c1 (centres undefined)	-2.0%	/	10%	0%	/	/	/	/	/	0.0%	1%	14%
CC(C)(C)C(=O)CNS(=O)(=O)c1ccc(S(=O)(=O)NC2CC2)cc1	-2.1%	/	-10%[20 µM]	7%	/	/	/	/	/	0.6%	-15%	-1%
COc1ccc(-c2nc3n(c(=O)c2C#N)CCS3)c(OC)c1	-3.6%	/	6%	5%	/	/	/	/	/	-0.3%	-12%	12%
COc1cccc(-n2nnnc2SCC(=O)NC2CCCC2)c1	3.9%	0%	4%	-3%	8%	0.83	-0.25	0.5	0.18	-0.1%	-19%	3%
Cc1cccc2cc(/C=C3\N=C(c4ccccc4)OC3=O)c(N3CCOCC3)nc12	-5.9%	16%	2%	12%	22%	-0.93	-0.096	-0.53	0.23	0.6%	3%	24%
Cc1cc(C)n(-c2nnc(C)n2/N=C/c2ccccc2OCc2ccccc2Cl)n1	2.0%	-7%	-1%	9%	8%	-0.65	-0.11	-0.3	0.78	0.0%	-4%	-3%
COc1ccc(-n2c(=O)c3ccccc3n(CC(=O)NC3CCCCC3)c2=O)cc1OC	-4.3%	-9%	27%	-1%	-3%	-0.35	-0.37	-0.31	-0.16	-0.7%	-3%	0%
O=C(Nc1ccc(-c2n[nH]c(=S)o2)cc1)c1ccccc1Br	1.0%	/	-1%	1%	/	/	/	/	/	-0.2%	-30%	4%
O=C(NCc1ccco1)C1CCN(S(=O)(=O)Cc2ccccc2)CC1	-4.4%	?	-13%	14%	-12%	-0.97	-0.25	-0.79	-0.0033	-0.4%	-23%	-6%
CNC(=O)c1ccccc1-c1ccccc1	-0.9%	-4%	19%	1%	2%	0.9	-0.21	0.74	0.38	0.2%	-24%	-2%
CC(C)c1nc(SCC(=O)N2CCCc3ccccc32)c2c(=O)n(C)c(=O)n(C)c2n1	1.5%	4%	8%	16%	-9%	0.16	-0.09	0.34	-0.43	-0.3%	24%	3%
CC(=O)C(Cc1ccccc1)NC(=O)CN1CCc2ccccc2C1 (centres undefined)	-0.1%	-1%	-9%	3%	-2%	0.2	-0.27	-0.03	-0.65	-0.4%	-12%	0%
CC(/C=N/NC(=O)c1ccc(Cn2cc([N+](=O)[O-])cn2)o1)=C\c1ccccc1	-2.8%	/	3%	-9%	/	/	/	/	/	0.0%	-67%	-11%
Cn1cccc1/C=N/NC(=O)Cc1cccs1	3.4%	6%	-50%	-19%	4%	-0.5	-0.24	0.39	-0.35	0.2%	-12%	0%
CS(=O)(=O)N1CCN(C(=O)c2cc(-c3ccncc3)nc3ccc(Cl)cc23)CC1	7.9%	3%	-8%	5%	2%	-0.072	-0.21	0.27	-0.48	0.2%	-20%	-4%
CC(C)c1onc(C(=O)N2CCCCC2C)c1[N+](=O)[O-] (centres undefined)	6.8%	1%	-8%	-1%	-20%	-0.53	-0.27	-0.13	1.3	-0.2%	-34%	5%
NC(=O)c1ccccc1Br	-1.9%	1%	-10%	13%	1%	-0.34	-0.25	0.25	0.44	-0.1%	-4%	15%
Cc1ccc(S(=O)(=O)N(Cc2ccccc2)c2ccccc2C(=O)NCc2ccco2)cc1	0.1%	14%	-9%	5%	11%	-0.37	-0.11	-0.29	0.34	0.5%	/	-8%
Cc1ccc(-n2c3c(cc(C(=O)N4CCN(C)CC4)c2=O)C(=O)CC(C)(C)C3)cc1	-7.1%	2%	34%	14%	9%	-1.1	-0.29	0.22	0.47	-0.1%	-9%	6%
CC(C(=O)OCC(=O)c1c(N)n(C)c(=O)n(C)c1=O)N1C(=O)c2ccccc2C1=O (centres undefined)	-1.7%	-2%	24%	11%	12%	0.11	-0.25	-0.22	0.48	0.2%	0%	-2%
CNC(=S)N(Cc1ccc2c(c1)OCO2)C1CC(=O)N(c2ccccc2)C1=O (centres undefined)	6.3%	8%	14%	14%	13%	2.4	-0.21	0.88	-1.4	-0.3%	53%	-10%
Next section
SMILES	KOR beta-arrestin-1	P. falciparum M1AAP	KOR beta-arrestin-2	HEK293 NOD2/NF-kB	M17LAP inhibition	Dynein cargo inh	Dynein cargo inh cytoplasmic EGFP	Dynein cargo inh nuclear GR-EGFP	Dynein cargo inh cell count	GPR55 beta-arrestin	NOD1 NF-kB reporter	AID2073
CCN(CC)C(=O)Oc1ccc(Br)cc1C(=O)Nc1ccc(F)cc1F	-0.2%	4%	10%	12%	1%	0.26	-0.24	0.21	0.039	0.0%	-7%	3%
Clc1cc2nc3ccccn3c2cc1Cl	-1.2%	-2%	19%	-48%	-4%	0.79	-0.25	-0.24	-0.39	-0.1%	-15%	-5%
CCn1c(=O)c(C(=O)NNS(=O)(=O)c2ccc(NC(=O)OC)cc2)c(O)c2ccccc21	0.5%	/	-14%	13%	/	/	/	/	/	0.8%	-26%	18%
Cc1sc(N)nc1-c1ccccc1	-2.0%	-1%	-9%	-9%	1%	-1.4	-0.26	-0.74	1.1	0.0%	-36%	-4%
COc1ccccc1N1CCN(C(=S)Nc2ccc(F)cc2)CC1	0.7%	/	-12%	21%	/	/	/	/	/	-0.1%	17%	-26%
COc1ccc(C(=O)NC2CC2)cc1OC1CCN(Cc2ccc(F)cc2Cl)CC1	8.1%	/	-34%	12%	/	/	/	/	/	0.2%	27%	6%
O=C(Nc1nccs1)c1ccc(Br)c(S(=O)(=O)N2CCCC2)c1	-2.9%	/	32%	1%	/	/	/	/	/	0.2%	-49%	14%
CCOc1ccc(C(=O)NCCC2=CCCCC2)cc1OCC	0.7%	-1%	-16%	2%	4%	-0.18	-0.29	0.49	0.7	-0.1%	-26%	-3%
C=C(C)/C=N/NC(=S)Nc1ccc(S(=O)(=O)N2CCOCC2)cc1	2.7%	5%	-19%	2%	3%	-1.1	-0.029	-0.6	0.03	-0.1%	12%	-23%
CCC(C)NC(=S)Nc1ccc(F)cc1 (centres undefined)	0.4%	9%	9%	22%	-7%	0.52	-0.24	0.81	-0.43	0.7%	4%	-25%
CNCC(O)CN(c1ccccc1)c1ccccc1 (centres undefined)	-0.1%	-5%	1%	5%	-3%	1.2	-0.24	-0.049	-0.76	0.1%	-18%	11%
Cc1ccc(NC(=O)c2ccc(CSc3ccccn3)cc2)cc1	1.8%	-2%	1%	-26%	11%	-1.1	-0.21	-0.97	-0.098	0.2%	12%	47%
O=C(NCCN1CCN(c2ccc([N+](=O)[O-])cc2)CC1)NCc1ccccc1	4.7%	/	8%	19%	/	/	/	/	/	0.2%	8%	-1%
COc1cc(NC(=O)c2c(F)c(F)c(OC)c(F)c2F)ccc1NC(=O)c1cccs1	-6.1%	/	13%	12%	/	/	/	/	/	0.0%	-4%	10%
NS(=O)(=O)c1cc2c(cc1Cl)NC(CC1CCCC1)NS2(=O)=O (centres undefined)	-0.6%	2%	29%	13%	-2%	-0.012	-0.68	0.19	-0.17	0.0%	-13%	15%
O=C(C1COc2ccccc2O1)N1CCN(Cc2ccccc2)CC1 (centres undefined)	3.8%	/	-42%[20 µM]	-23%	/	/	/	/	/	-0.2%	-19%	-5%
CCCn1c(CC)nc([N+](=O)[O-])c1Sc1ccc(F)cc1	0.6%	-3%	32%	9%	3%	-0.81	-0.053	-0.17	0.19	-0.1%	55%	0%
COc1ccc(CN2C(=O)CCC2(C)C(=O)NC2CCCCC2)c(OC)c1 (centres undefined)	3.7%	10%	-1%	2%	13%	-0.074	-0.22	0.31	-0.16	-0.1%	-4%	18%
Cc1cccc(N2C(=O)Cc3ccccc3C2=O)c1	-1.5%	/	38%	3%	/	/	/	/	/	-0.1%	-5%	27%
Cc1cc(C)n2c(SCc3cccs3)nnc2n1	3.9%	1%	-52%	2%	6%	0.15	-0.036	0.44	-0.33	-0.1%	0%	-5%
CCCCC(=O)N1CC(=O)Nc2ccc(F)cc2C1c1ccccc1 (centres undefined)	1.7%	/	-21%	-7%	/	/	/	/	/	-0.1%	6%	17%
CCOc1ccc(NC(=O)CCN2CCN(S(=O)(=O)c3cc(Cl)ccc3OC)CC2)cc1	-3.0%	0%	11%	9%	1%	-0.2	-0.079	-0.17	2	-0.2%	-24%	4%
COc1ccc(OC)c(S(=O)(=O)N(C)CC(=O)Nc2ccccc2OC)c1	-1.5%	1%	29%	-7%	1%	-0.23	-0.064	0.068	-0.37	-0.4%	-27%	-4%
CN(C)c1ccc(/C=N/NC(=O)c2ccc(Cl)cc2)cc1	1.1%	1%	-16%	6%	9%	-0.4	0.53	-0.4	-0.12	0.0%	0%	21%
Cc1onc(-c2c(F)cccc2Cl)c1C(=O)NC1CCSC1=O (centres undefined)	0.5%	1%	-6%	11%	-3%	-0.055	-0.34	-0.15	0.65	-0.1%	7%	5%
O=C(CCC(=O)N1CCOCC1)Nc1ccc(Cl)c(Cl)c1	-2.9%	/	-2%	0%	/	/	/	/	/	0.7%	-28%	9%
Cc1nc2c(nnn2Cc2ccccc2Cl)c(=O)[nH]1	-5.6%	/	-25%[20 µM]	22%	/	/	/	/	/	0.0%	-14%	4%

These rows are one share of the data; the hit share may differ from the screen's.
